uPA surface inh: qHTS for Inhibitors of Cell Surface uPA Generation. cell surface uPA generation assay, qHTS. Potency, µM (doses to about 38.3 µM), without a hit: top-dose activity change, negative = inhibition, hits mostly inhibitors. 0.31% of 330,000 active. AID 540303, 2011; active = well fitted inhibition curve with a large enough effect; inconclusive = small, poorly fitted or top-dose-only effect; inactive = no such curve, though single readings can be large or run the other way; tested in mouse RAW 264.7 cells; note: potency is the fitted concentration of half-maximal effect; nearly all actives have a fitted effect of over 55% in size
PKM2 act: qHTS Assay for Activators of Human Muscle isoform 2 Pyruvate Kinase. purified PKM2, Kinase-Glo ATP luminescence, activation; response scale: 0% is enzyme alone, no compound. Pyruvate kinase PKM (Homo sapiens), P14618. Potency, µM (highest dose often 57.5 µM), inactives show at the top dose activation, actives largely listed as activators. 0.34% of 260,000 active; note: potency is the fitted concentration of half-maximal effect; nearly all actives have a fitted effect of over 55% in size
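ATP formation by purified human PK-M2, quantified via coupled luciferase luminescence after 1 h at room temperature with 0.1 mM ADP and 0.5 mM PEP final.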
BCR signal inh: qHTS Assay to Find Inhibitors of Chronic Active B-Cell Receptor Signaling. ABC-DLBCL IkBa-CBG/CBR reporter, luminescence ratio, 4 h. Potency, µM (top dose mostly 46.1 µM), inactives show top-dose ratio change, negative = lower green/red ratio, usual class: inhibitors. 0.05% of 340,000 active. AID 493014, 2011; active = well fitted inhibition curve with a large enough effect in the signal ratio, with a control signal flat, not every such curve was filed as active; inconclusive = small, poorly fitted or top-dose-only effect, or effect the other way, or a change in a side signal; the % refers to the signal ratio;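 note: potency is the fitted concentration of half-maximal effect; plate controls were basal doxycycline-induced cells for no effect and cells given 10 µM MG132 for full effect; MG132 reads +100%, hits lower the ratio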
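Cell line TMD8 (human ABC DLBCL), stably expressing tet-inducible CBG68-IkBa fusion and CBR; IMDM/0.5% FBS; cpd up to 46 uM; dox induction, 4 h, 37C/5% CO2; dual luminescence; green/red ratio; MG132 control.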
Eya2 phos inh: qHTS Assay for Inhibitors of the Phosphatase Activity of Eya2. Protein phosphatase EYA2 (Homo sapiens), O00167. recombinant Eya2, OMFP fluorescence dephosphorylation (OMFP is methylfluorescein phosphate). Potency, µM (series often up to 76.9 µM), inactives show at the highest dose activity, negative = inhibition, most hits filed as inhibitors. 0.006% of 330,000 active; note: potency is the fitted concentration of half-maximal effect
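Eya2 (0.2 uM) preincubated 10 min at ambient with compound, then OMFP substrate added at 50 uM; 10 min reaction in 50 mM HEPES pH 7.5, 50 mM NaCl, 5 uM MgCl2, 0.05% BSA, 1 mM DTT. Fluorescence read at Ex 485/Em 525 nm.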
B2AR arrestin: qHTS assay of beta-arrestin-biased ligands of beta2-adrenergic receptor. 0.02% of 330,000 active. Potency, µM (highest dose often 46.1 µM), for the others: at the highest dose activation, usual class: activators. beta-arrestin recruitment to beta2AR, cell-based reporter. Beta-2 adrenergic receptor (Homo sapiens), P07550;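 note: potency is the fitted concentration of half-maximal effect; 0% = DMSO controls and full agonism = EC100 isoproterenol or metaproterenol; nearly all actives have a fitted effect of over 65% in size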
Target sequence (P07550 whole entry, looked up): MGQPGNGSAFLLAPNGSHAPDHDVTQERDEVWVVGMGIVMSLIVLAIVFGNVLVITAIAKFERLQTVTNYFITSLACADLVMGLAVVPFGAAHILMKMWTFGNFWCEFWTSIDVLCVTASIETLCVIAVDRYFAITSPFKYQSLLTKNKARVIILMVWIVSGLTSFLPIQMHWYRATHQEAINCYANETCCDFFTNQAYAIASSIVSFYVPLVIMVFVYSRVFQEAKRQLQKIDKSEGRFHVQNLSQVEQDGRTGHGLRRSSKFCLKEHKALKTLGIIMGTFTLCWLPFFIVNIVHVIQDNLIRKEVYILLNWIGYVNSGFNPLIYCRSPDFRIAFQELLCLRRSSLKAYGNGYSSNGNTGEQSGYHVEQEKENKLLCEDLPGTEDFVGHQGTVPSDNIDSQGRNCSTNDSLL
Coupling enz: qHTS Assay for Inhibitors of Fructose-1,6-bisphosphate Aldolase from Giardia Lamblia: Coupling assay counterscreen | coupling enzyme system counterscreen, AmpLite Red fluorescence | activity change, negative = inhibition, % at 58.2 µM, hits read low | 0.67% of 290,000 active; in the data active = activity change below about -30%
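Compounds tested against the coupling enzymes alone at 57.5 uM final; readout was AmpLite Red fluorescence (525/598 nm) after 20 min at RT.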
USP2a inh: qHTS Assay for Inhibitors of Ubiquitin-specific Protease USP2a Using CHOP2 as the Reporter | Ubiquitin carboxyl-terminal hydrolase 2 (Homo sapiens), O75604 | USP2 core, Ub-CHOP2 coupled fluorogenic reporter, 485/531 | Potency, µM (titrated, usually from 38.3 µM), for the others: at the top dose activity change, negative = inhibition, most hits filed as inhibitors | 0.01% of 330,000 active | AID 463254, 2010;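 note: potency is the fitted concentration of half-maximal effect; plate controls were DMSO wells for no effect and full inhibition by NEM control for full effect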
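Cell-free coupled assay: 10nM USP2 core preincubated 30min RT with compound in Tris-HCl pH 8.0/CaCl2/CHAPS buffer, then 25nM Ub-CHOP2 and 25nM reporter substrate; fluorescence (Ex 485/Em 531) read after 60min RT, normalized to NEM inhibition, concentration-response curves fitted.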
KCNH2 3.1 block: qHTS for Inhibitors of KCHN2 3.1: Mutant qHTS; activity change, % (tested at about 1.8 µM); 0.95% of 340,000 active; Potassium voltage-gated channel subfamily H member 2, brain isoform KCNH2 3.1 (human); U2OS KCNH2 3.1, thallium flux FluxOr; stronger effect = lower value;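 active = maximum activity change below -70%; inconclusive = maximum activity change from -70% to -50%; inactive = maximum activity change above -50%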;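 note: thallium influx rate constant from kinetic fluorescence after stimulation buffer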
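Kinetic fluorescence (2 min after stimulation buffer) measures Tl+ influx through KCNH2 3.1 expressed by viral transduction in U2OS cells; the rate constant is normalized against DMSO controls serving as positive and negative references.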
Giardia killer: Small Molecules that selectively kill Giardia lamblia: qHTS | 0.15% of 340,000 active | activity change, % at 7.66 µM, hits read low | Giardia lamblia trophozoite viability | AID 540267, 2011; in the data active = activity change below about -80%; inconclusive = between about -30% and that limit;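 note: parasites exposed to compound for two days anaerobically before the ATP read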
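Media and compound were dispensed first, then trophozoites at 100 cells/well; plates sat 48 hrs at 37 deg C without oxygen before ATP luminescence reagent was added and read after 15-30 min at room temperature.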
GALK inh: qHTS Assay for Inhibitors of Human Galactokinase (GALK); P51570; Purified GALK, Kinase-Glo residual ATP luminescence; Potency, µM (series often up to 57.5 µM), for the others: at the top dose activity change, negative = inhibition, hits mostly inhibitors; 0.007% of 270,000 active; note: potency is the fitted concentration of half-maximal effect
Target sequence (P51570 whole entry, looked up): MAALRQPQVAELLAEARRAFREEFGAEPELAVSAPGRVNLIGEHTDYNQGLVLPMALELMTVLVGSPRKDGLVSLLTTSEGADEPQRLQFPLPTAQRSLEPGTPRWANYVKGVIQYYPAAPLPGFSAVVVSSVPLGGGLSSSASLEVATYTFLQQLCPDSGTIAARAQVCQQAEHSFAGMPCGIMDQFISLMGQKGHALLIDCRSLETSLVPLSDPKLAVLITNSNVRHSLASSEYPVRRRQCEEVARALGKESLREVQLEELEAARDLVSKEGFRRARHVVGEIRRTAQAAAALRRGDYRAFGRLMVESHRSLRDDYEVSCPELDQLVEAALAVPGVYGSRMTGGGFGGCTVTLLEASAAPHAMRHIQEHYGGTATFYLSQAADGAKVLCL
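ATP-depletion format; final 35 uM ATP, 100 uM D-galactose, 5 nM enzyme; pH 8.0 HEPES/Mg2+ buffer; 60 min RT; luminescence read 10 min after detection reagent.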
KCNH2 WT inh: qHTS for Inhibitors of KCHN2 3.1: Wildtype qHTS. U2OS, BacMam KCNH2, thallium flux FluxOr; stronger effect = lower value. activity change, % at 1.84 µM. 0.37% of 340,000 active;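 active = maximum activity change below -70%; inconclusive = maximum activity change between -70% and -50%; inactive = maximum activity change above -50%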
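U2OS cells were transduced with wild-type KCNH2 virus (2.03 x 10^8 / mL) for 4 h at room temperature, then cultured overnight at 37 C. Thallium flux was read with FluxOr dye. Rate constants were normalized to DMSO controls.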
Starred values were filed as active, the others as inactive; ? = inconclusive; · = no result given; [ ] = remark or other dose. Unless noted, calls come from the whole dose curve; as a rule, active = well fitted curve in the direction sought with a large enough effect; inconclusive = small, poorly fitted or top-dose-only effect, or another doubt; inactive = no such curve, though single readings can be large; an effect the other way counts as inactive or inconclusive. Unless noted, % is set by controls: 0 for no effect and ±100 for the full control effect.

SMILES	uPA surface inh	PKM2 act	BCR signal inh	Eya2 phos inh	B2AR arrestin	Coupling enz	USP2a inh	KCNH2 3.1 block	Giardia killer	GALK inh	KCNH2 WT inh
S=c1[nH]nc(-c2cc(-c3ccccc3)n[nH]2)n1/N=C/c1ccc(Cl)cc1	-11%	-4%	?	?	-0.9%	5	-2%	-20	10	-1%	-2
CCOCCCNC(=O)C(c1ccc(C)cc1)N(Cc1cccs1)C(=O)CNC(C)=O (stereo not given)	-2%	7%	21%	-13%	-2.2%	2	4%	26	-4	0%	1
COc1ccc(CNC(=O)[C@H](C)N2C(=O)N3CCc4c([nH]c5ccc(OC)cc45)[C@@]3(C)C2=O)cc1	2%	0%	-1%	-1%	-0.2%	0	-1%	10	-17	·	-4
CCOCCCNC(=O)C1c2ccccc2C(=O)N2CCc3ccccc3C12 (stereo not given)	·	-1%	-3%	15%	0.3%	-10	-1%	-19	-11	0%	-24
CCSc1nnc(NC(=O)C(CC)(C(F)(F)F)C(F)(F)F)s1	-3%	3%	?	27%	-0.2%	-11	4%	4	-21	0%	-1
CC(OC(=O)c1cccc(S(=O)(=O)N2CCN(C)CC2)c1)C(=O)Nc1ccc(C(N)=O)cc1 (stereo not given)	-1%	·	?	-2%	0.3%	·	2%	7	24	·	3
O=C(CN1C(=O)NC2(CCCCC2)C1=O)N(Cc1ccco1)Cc1cccs1	-2%	·	-2%	14%	0.1%	·	-1%	-18	-14	·	1
CCOc1c(OC)cccc1C1CC(=O)Nc2cc3c(cc21)OCCO3 (stereo not given)	?	7%	-9%	-10%	0.4%	1	-1%	6	13	1%	2
COc1ccc2nc(NC(=O)CN3C(=O)NC4(CCCC4)C3=O)sc2c1	-3%	·	?	19%	-0.1%	·	2%	-5	-8	·	-21
O=C1CCCN1CN(C(=O)c1ccc2c(c1)OCO2)c1ccc(F)cc1	4%	-16%	1%	18%	-0.6%	1	1%	-2	1	1%	1
COc1ccc(CN(Cc2ccncc2)C(=O)CCC(=O)O)cc1	·	8%	0%	-7%	-0.3%	10	-1%	18	-7	9%	-2
CC1=NN(c2ccccc2)C(=O)/C1=C\c1cn(CCC#N)nc1-c1ccc(Cl)cc1	2%	5%	10%	7%	-1.2%	-6	1%	-4	7	-4%	5
COc1ccc(NN=Nc2ccc([N+](=O)[O-])cc2)cc1	5%	0%	?	4%	-0.2%	-3	-1%	0	10	-1%	-3
Cc1cc(-c2ccccc2)nc(Cl)c1C#N	-2%	-1%	-1%	-2%	-1.7%	-1	2%	9	7	3%	-2
CC1(C)NC(=O)N(CCSc2ccc(Cl)cc2)C1=O	2%	-1%	?	1%	0.6%	6	-5%	·	-9	1%	-11
Cn1c(O)c(C=NCC2CCNCC2)c(=O)n(C)c1=O	·	2%	0%	9%	-0.2%	0	-1%	·	·	0%	·
CN(CC(=O)Nc1cccc(F)c1)C(=O)c1cc2c(s1)CCCCC2	4%	·	-1%	16%	-0.5%	·	-1%	12	-3	·	5
Cc1ccc(Cl)cc1C1=CC(=O)C[C@H](c2ccc(F)cc2)C1	-9%	·	?	-23%	-1.1%	·	-10%	-14	13	·	3
COc1ccc(NC(=O)C(Sc2nnc(-c3ccncc3)n2-c2ccccc2C)c2ccccc2)cc1Cl (stereo not given)	4%	17%	?	-3%	-0.6%	1	-11%	-12	-8	0%	-5
Cc1ccc(NC(=O)C2CCN(S(=O)(=O)c3ccc4c(c3)NC(=O)C(C)S4)CC2)cc1C (stereo not given)	-11%	·	13%	3%	-0.1%	·	-1%	-4	14	0%	0
O=C(CNc1ccccc1N1CCCC1=O)Nc1cc(C(F)(F)F)ccc1-n1cncn1	-3%	·	-1%	25%	-0.9%	·	1%	7	-2	·	2
O=C(NCCc1cccc(Cl)c1)c1ccc(OC2CCN(Cc3ccccn3)CC2)cc1	?	0%	-6%	-8%	0.5%	2	-1%	6	9	·	2
CN(CC(=O)Nc1ccccc1C(F)(F)F)Cc1c(O)ccc2ccccc12	3%	·	-17%	5%	0.9%	-25	3%	0	-28	3%	0
CCOc1cccc(Oc2ncccc2C(=O)/C(C#N)=C/N(C)C)c1	4%	-12%	2%	3%	0.2%	2	-2%	-3	0	1%	-3
Cc1ccc(OCc2n[nH]c(=S)n2-c2ccccc2)cc1C	-2%	-2%	7%	1%	0.3%	7	0%	-9	11	0%	1
COc1ccc(Cl)cc1NC(=O)COC(=O)c1ccc(Cl)nc1	3%	·	2%	3%	0.0%	·	-1%	-10	-1	·	5
NS(=O)(=O)c1ccc(S(=O)(=O)N2CCN(C3CCCC3)CC2)cc1	5%	2%	-2%	0%	-0.6%	0	3%	0	7	4%	-1
CC(=O)Oc1ccc2c(=O)c(-c3nc4ccccc4s3)coc2c1	-10%	·	?	?	0.3%	7	1%	6	-24	0%	0
COc1ccc(Cc2nnn(CC(=O)O)n2)cc1	-2%	-10%	3%	18%	0.0%	3	0%	-1	9	2%	25
O=C(/C=C(/c1ccc(Cl)cc1)n1cncn1)c1ccccc1	-7%	2%	?	-3%	10%	-1	0%	1	12	·	0
Cc1ccc(C)c(Cn2c(C(C)O)nc3ccccc32)c1 (stereo not given)	15%	-2%	-8%	-31%	-0.1%	-4	1%	6	7	-4%	-3
CCOC(=O)C1=C(COC(=O)CNC(=O)c2ccc(Cl)cc2Cl)NC(=O)NC1C (stereo not given)	0%	·	0%	18%	0.2%	·	0%	20	-8	·	-6
C/C(=N\Nc1cc(N2CCOCC2)ncn1)c1ccc(O)cc1	10%	0%	-10%	7%	-1.1%	-1	-1%	3	-9	2%	12
Clc1ccc(OCCCN2CCCC2)cc1Cl	-11%	3%	0%	1%	-2.1%	1	3%	-32	1	0%	21
Cc1occc1C(=O)Nc1ccc2c(c1)CCC2	·	-35%	?	17%	0.1%	-4	1%	19	-4	5%	1
CC(NC(=O)c1ccc(Cl)cc1)C1CC2CCC1C2 (stereo not given)	-4%	-5%[11.5 µM]	5%	-14%	-0.2%	-2	0%	-27	-25	-2%	-9
COc1ccc(-n2c(CN3CCN(c4ccccc4)CC3)nc3ccc([N+](=O)[O-])cc3c2=O)c(OC)c1	0%	·	-1%	-18%	0.4%	-4	0%	12	12	-3%	1
Cc1c(N(C(=O)CNC(=O)c2ccccc2)C2(C(=O)NC3CCCC3)CCCCC2)c(=O)n(-c2ccccc2)n1C	0%	10%	17%	-22%	2.4%	4	5%	5	15	-1%	-6
CC(Sc1ccc(Cl)cc1)C(=O)NNC(=O)c1ccco1 (stereo not given)	0%	·	-2%	-2%	0.1%	·	4%	-1	23	·	2
Cc1cc(C)n2nc(Cc3ccccc3)nc2n1	2%	4%	1%	8%	-0.4%	4	3%	-2	-20	1%	1
C=CCn1c(C)nc2c(sc3nc4c(cc32)COC(C)(C)C4)c1=O	-7%	-6%	?	10%	0.7%	-6	1%	-9	9	1%	0
O=C(CCCN1C(=O)/C(=C/c2ccccc2Cl)SC1=S)NNC(=O)c1ccc(Cl)cc1	-1%	-4%	?	2%	-0.1%	1	8%	-6	-10	-1%	10
CN(CC(=O)N(C)CC(=O)Nc1c(Cl)cccc1Cl)Cc1ccc(Br)s1	3%	·	0%	-2%	0.1%	·	1%	-22	?	·	10
CC1CN(C(=O)CCC(=O)NCc2ccc(Cl)cc2)c2ccccc2O1 (stereo not given)	7%	1%	2%	20%	0.2%	3	2%	15	-1	·	4
CC(=O)N1CCN(C(=O)CCc2nc3ccccc3c(=O)[nH]2)CC1	·	-3%	-13%	5%	0.0%	1	3%	1	-6	-2%	1
Cc1ccc(S(=O)(=O)N2c3ccc(S(N)(=O)=O)cc3CC2C)cc1 (stereo not given)	-1%	-9%	-9%	-3%	-2.1%	-3	2%	·	8	·	15
Cc1nc(C)n(CCNC(=O)c2ccco2)n1	8%	0%	4%	-2%	-0.4%	1	0%	2	-5	3%	-13
COc1ccc(OC)c(CCNC(=O)c2cccc(NC3=NC4CS(=O)(=O)CC4S3)c2)c1 (stereo not given)	11%	-1%	11%	9%	-0.8%	0	1%	-22	-22	·	1
